# Screening data as filed in PubChem.
# HTR5A ag: HTR5A agonism, opioid heterodimer counter-screen; HTR5A agonist assay, luminescence, cell-based; activation, % at 9.3 µM; P47898; 340,000 tested, 0.61% active; in the data active means activation mostly above about 9.5%, no sharp cut-off; inactive means mostly below about 7.6%;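 further: 0% = cells with vehicle only and 100% = reference agonist; strong numbers were not always called active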
# Target sequence (P47898 whole entry, looked up): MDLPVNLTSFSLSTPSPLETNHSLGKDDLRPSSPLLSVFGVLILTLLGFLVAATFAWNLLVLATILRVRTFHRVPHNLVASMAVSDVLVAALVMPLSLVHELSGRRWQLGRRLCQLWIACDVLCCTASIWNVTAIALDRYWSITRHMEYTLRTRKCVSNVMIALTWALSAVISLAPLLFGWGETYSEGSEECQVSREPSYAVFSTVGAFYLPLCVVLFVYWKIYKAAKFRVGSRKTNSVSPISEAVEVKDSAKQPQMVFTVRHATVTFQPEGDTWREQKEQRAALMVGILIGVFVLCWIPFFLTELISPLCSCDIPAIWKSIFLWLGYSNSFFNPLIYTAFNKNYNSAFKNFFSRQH
# OPRM1-OPRD1 ag: OPRM1-OPRD1 heterodimerization agonism | P35372+P41143 | cells, luminescence | activation, % at 9.3 µM | 340,000 tested, 0.3% active | AID 504326; in the data active means activation above about 18%;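 further: 0% = vehicle-treated cells and 100% = reference agonist; values of inactives mirror those of a sister screen read the other way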
# HTR5A inv ctr: inverse agonist of human HTR5A in OPRM1-OPRD1 counter-screen. 340,000 tested, 0.083% active. P47898. inhibition, % at 9.3 µM. AID 504634. HTR5A cell line, luminescence, inverse agonism; in the data active means inhibition mostly above about 23%, no sharp cut-off; inactive means mostly below about 18%;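 further: 0% = cells with DMSO and 100% = no-cell wells with DMSO; some compounds called inactive have numbers as strong as hits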
# Keap1-Nrf2 PPI: inhibitors of human Keap1-Nrf2 protein-protein interaction | Q14145 | Keap1 Kelch-Nrf2 peptide fluorescence polarization, 1536-well | inhibition, % at 9.4 µM | 340,000 tested, 0.15% active | AID 504523; in the data active means inhibition above about 12%;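 further: human Keap1 Kelch domain with fluorescein labeled Nrf2 9mer peptide probe; 0% = neutral control wells and 100% = peptide positive control; higher means more block of Keap1 binding to Nrf2 peptide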
# Target sequence (Q14145 whole entry, looked up, the tested form may be a part): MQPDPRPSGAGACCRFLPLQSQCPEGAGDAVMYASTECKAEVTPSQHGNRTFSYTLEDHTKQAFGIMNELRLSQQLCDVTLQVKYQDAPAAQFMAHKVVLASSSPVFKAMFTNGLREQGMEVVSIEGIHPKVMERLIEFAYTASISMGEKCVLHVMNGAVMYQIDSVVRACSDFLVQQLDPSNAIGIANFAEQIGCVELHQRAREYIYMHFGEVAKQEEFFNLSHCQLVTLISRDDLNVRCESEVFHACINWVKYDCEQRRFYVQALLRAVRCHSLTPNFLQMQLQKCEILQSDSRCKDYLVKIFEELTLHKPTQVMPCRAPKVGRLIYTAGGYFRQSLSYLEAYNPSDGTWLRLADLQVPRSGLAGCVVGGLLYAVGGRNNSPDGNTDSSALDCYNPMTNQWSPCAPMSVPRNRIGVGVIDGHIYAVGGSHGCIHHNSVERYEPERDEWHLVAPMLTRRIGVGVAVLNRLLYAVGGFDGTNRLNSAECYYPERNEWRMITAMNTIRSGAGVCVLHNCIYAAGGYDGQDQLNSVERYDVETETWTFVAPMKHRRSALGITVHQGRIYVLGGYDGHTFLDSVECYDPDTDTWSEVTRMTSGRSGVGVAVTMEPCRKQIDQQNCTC
# OPRM1-OPRD1 inv: inverse agonist of human OPRM1-OPRD1 heterodimerization. inhibition, % at 9.3 µM. 340,000 tested, 0.21% active. AID 504357. P35372+P41143. cell-based MOR-DOR heterodimer luminescence, inverse agonism; in the data active means inhibition above about 22%, passing the limit was not always enough;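 further: 0% = cells with DMSO and 100% = wells without cells with DMSO; values of inactives mirror those of a sister screen read the other way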
# CAL-PDZ inh HTS: inhibitors of human CAL PDZ peptide binding; Q9HD26; purified CAL PDZ, TMR-peptide fluorescence polarization, 1 h; inhibition, % at 24.9 µM; 300,000 tested, 0.92% active; AID 602252;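 active means mean inhibition of at least 30% with at least half of replicates also reaching 30%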;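 further: 0% = DMSO neutral control and 100% = excess unlabeled competitor peptide PRC23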
# V-ATPase pHluor: yeast V-ATPase proton transport regulation by pHLuorin; S. cerevisiae, pHLuorin cytosolic pH fluorescence; response, % at 10 µM; 350,000 tested, 0.37% active; in the data active means response mostly above about 7.3%, no sharp cut-off; inactive means mostly below about 5.4%; further: actives read high; inactives centre near 0; some compounds called inactive have numbers as strong as hits; reference of the scale not given here
# LANA DNA inh: inhibitors of KSHV LANA C-terminal domain DNA binding. MBP-C-LANA/FAM-LBS DNA binding, fluorescence polarization. AID 504423. 340,000 tested, 0.078% active. inhibition, % at 9 µM;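 active means highest replicate inhibition at or above 60% at 9 µM, even if other replicates fall short; inactive means all replicates below 60% inhibition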;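 further: 0% = neutral control wells and 100% = 4 µM acridine orange control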
# Cardiac RTF inh: cardiac RTF calcium desensitization; AID 493244; P19429+P45379; 340,000 tested, 0.12% active; inhibition, % at 7.15 µM; IANBD-labeled cardiac RTF, Ca2+ fluorescence;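 active means inhibition above the mean inhibition of all tested compounds plus 3 SD, cut at about 17% in these data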;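 further: assay run at fixed EC70 calcium of 1.6 mM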
# cardiac RTF act: increases calcium sensitivity of human cardiac regulated thin filaments. P19429+P45379. 340,000 tested, 0.24% active. AID 493008. activation, % at 7.2 µM. IANBD-labeled TnC RTF fluorescence at EC20 calcium; 0% EC20 calcium, 100% full calcium;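 active means activation above the mean over all tested compounds plus 3 SD, cut at about 30% in these data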;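 further: rise in fluorescence read as greater calcium sensitivity of cardiac thin filaments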
# The depositor's hits bear a star; x = not tested or not shown. Not a hit list. About 2.8% of those tested had a hit in this group.
SMILES,HTR5A ag,OPRM1-OPRD1 ag,HTR5A inv ctr,Keap1-Nrf2 PPI,OPRM1-OPRD1 inv,CAL-PDZ inh HTS,V-ATPase pHluor,LANA DNA inh,Cardiac RTF inh,cardiac RTF act
NC(=O)c1ccc(NC(=O)CSc2nc3ccccc3c(=O)n2CCCN2CCOCC2)cc1,-1,-1.7,-13,-6,7,x,-1,-1.1,2,3
CCOc1nc(C)ccc1-c1noc(-c2ccccn2)n1,3,-1.8,-4,-5,10,-4,-3,2.9,0,-3
CCN(CC)C(=O)Cn1cc(S(=O)(=O)CC(=O)NC2CCCCC2)c2ccccc21,-1,0.3,5,-6,-2,8,-2,0.5,-7,-1
Cc1cc(C)c(OCC(=O)NCC(c2ccco2)N2CCCCC2)c(C)c1 (configuration not stated),-8,3.3,2,2,-13,x,-1,0.9,-4,-2
O=C(NCCc1c[nH]c2ccccc12)/C(=C\c1cccs1)NC(=O)c1ccccc1,3,-2.2,-6,3,14,-1,5,-0.4,1,-4
CC1=C(C#N)C2(O)C(=O)c3ccccc3C2(O)N1 (configuration not stated),3,0.0,-22,-2,0,20,12,-1.5,-3,3
COCCNC(=O)Cn1cnc2sc(C)c(S(=O)(=O)N3CCC(C)CC3)c2c1=O,0,-2.1,12,0,12,1,2,-0.6,-26,14
CC1=C(C)CC(C(=O)NNC(=O)c2csc(C)c2C)C(C(=O)O)C1 (configuration not stated),4,-0.4,-8,-1,2,-3,0,-0.3,-14,-1
COC(=O)C1=C(C)N(c2ccc(F)c(Cl)c2)C(=O)C1,-2,-0.1,5,-1,0,15,3,-2.9,-6,0
Cn1c(=O)c2c(ncn2CC(=O)N2CCN(c3cccc(Cl)c3)CC2)n(C)c1=O,x,x,x,-3,x,-1,3,-0.3,4,7
Cc1noc(C)c1CSc1nc2ccccc2s1,-2,-2.9,6,-1,12,-3,8,-0.7,-1,-4
Cc1ccc(CNC(=O)c2cc(C)nn2-c2ccccc2)cc1,4,-0.9,-5,-6,5,-1,-1,-0.6,-1,0
CCN(CC)c1ccc(S(=O)(=O)N2CCOCC2)cc1NC(=O)COC(=O)/C=C/c1ccco1,-6,-1.3,14,1,5,-8,-2,-0.5,-4,-3
O=C(CCOc1ccccc1)Nc1ccnn1C1CCN(Cc2ccc(F)cc2)CC1,9,-2.1,6,-4,11,12,-2,-2.0,-18,-2
CCC1CCC2(CC1)NC(=O)N(CC(=O)NCc1ccccc1Cl)C2=O (configuration not stated),7,-2.1,-26,3,11,-4,-1,-1.1,-3,0
O=C(Cn1c(=O)oc2cc(S(=O)(=O)N3CCCC3)ccc21)NCc1ccccn1,1,-0.5,-3,-2,3,3,5,-1.3,6,0
CCOc1ccc2nc(N3CCOCC3)nc(C)c2c1,1,-1.7,-2,-8,10,0,2,-0.6,-1,11
O=C(CC(c1ccc(F)cc1)c1ccco1)N1CCCC1 (configuration not stated),-5,0.0,-15,-4,0,2,-1,1.4,2,3
COCCCn1c(=N)c(C(=O)NCC2CCCO2)cc2c(=O)n3ccccc3nc21 (configuration not stated),-4,-1.6,-23,-3,10,3,-60,-0.5,5,-4
O=[N+]([O-])c1ccc(C2=NN(CCO)C(=Nc3ccc(OC(F)(F)F)cc3)SC2)cc1,1,5.6,-8,0,-29,31*,-5,0.1,-7,3
Cc1nc2ncc(Br)cc2[nH]1,1,-1.4,-22,-3,7,-3,1,-1.6,0,15
CCN(C1CCS(=O)(=O)C1)S(=O)(=O)c1cccs1 (configuration not stated),1,-2.4,-25,-2,14,0,-5,-1.2,2,3
O=C(c1ccc(S(=O)(=O)Cc2ccccc2Cl)c([N+](=O)[O-])c1)N1CCN(c2ccccn2)CC1,3,4.6,-7,2,-24,6,1,1.1,7,0
Cc1cc(C)n2c(C)nnc2c1,6,-3.4,-24,0,19,9,0,-1.0,-2,-2
CCc1nc(N2CCN(S(=O)(=O)c3ccc(Br)cc3)CC2)c2c(C)c(C)sc2n1,0,0.5,-10,1,-3,-8,2,0.0,-6,-14
# Additional structures:
SMILES,HTR5A ag,OPRM1-OPRD1 ag,HTR5A inv ctr,Keap1-Nrf2 PPI,OPRM1-OPRD1 inv,CAL-PDZ inh HTS,V-ATPase pHluor,LANA DNA inh,Cardiac RTF inh,cardiac RTF act
COC(=O)c1ccccc1SC(CC(=O)c1ccccc1)c1ccc(F)cc1 (configuration not stated),-2,-1.2,6,-5,6,x,0,-0.3,-1,0
Cc1ccc(S(=O)(=O)N2CCOCC2)cc1NC(=O)CSc1nnnn1C1CCCC1,-9,1.8,22,-2,-8,-18,1,1.1,-10,5
N#CC1=C(SCC(=O)NC23CC4CC(CC(C4)C2)C3)NC(=O)C(C#N)C12CCCCC2 (configuration not stated),1,4.5,-3,-2,-26,-2,2,-0.9,-9,-4
C[C@@H]1CN([C@@H](C)CO)C(=O)c2cc(NC(=O)CCC(F)(F)F)ccc2O[C@H]1CN(C)Cc1ccc(Cl)c(Cl)c1,2,8.4,-8,-5,-40,0,-4,-2.5,-5,-4
Cc1nnc(SCC(=O)NNC(=O)c2ccccc2)n1-c1ccccc1,-3,-1.0,7,-3,5,-1,x,0.5,2,12
CC1(c2ccccc2)NC(=O)N(CC(=O)NNC(=O)c2ccccc2)C1=O (configuration not stated),0,-3.6,1,-2,12,0,-2,1.2,0,0
Cc1ccc(NC(=O)C2CCCN(c3cnccn3)C2)c(C)c1 (configuration not stated),0,-1.6,6,-4,8,-6,1,-0.4,0,8
COc1ccccc1CN(C)C(=O)C1COc2ccccc2O1 (configuration not stated),5,-1.8,-14,-3,9,-1,5,0.6,1,-2
Cc1ccc(OCC(=O)N2CCN(C(=O)c3ccco3)CC2)cc1,-1,0.2,4,-2,-1,2,2,-3.0,-2,0
CC(OC(=O)CN1C(=O)NC2(CCCC2)C1=O)c1ccc(F)cc1 (configuration not stated),-2,-0.1,5,-1,1,-2,-1,-8.4,-4,4
Cc1ccc(NS(=O)(=O)c2ccc(NC(=O)c3ccc(Br)o3)cc2)c(C)c1,2,12,-11,2,-70,-5,-5,-0.8,8,0
O=C1CN(C(=O)COc2ccc([N+](=O)[O-])cc2Cl)c2ccccc2N1,10,-1.4,12,-3,5,3,-3,0.4,-8,0
O=C(COC(=O)c1ccc(O)cc1)Nc1ccc(S(=O)(=O)N2CCOCC2)cc1,0,-2.6,-1,-1,11,-2,1,14,0,-2
O=C1[C@@H]2Cc3c([nH]c4ccccc34)CN2C(=O)CN1CCCO,-1,-3.4,6,-1,16,-4,0,1.3,1,-3
O=C(Nc1ccc(N2CCOCC2)cc1)c1cc(-c2ccncc2)nc2ccccc12,2,-0.7,-6,-5,4,23,-4,0.3,5,-2
CCC(C)n1c(SC(C)C#N)nc2ccccc2c1=O (configuration not stated),-4,2.6,-11,-9,-14,4,6,-0.8,-5,2
Cc1nc(C)c(C(=O)OCC(=O)Nc2ccccc2SCC#N)s1,1,-1.2,-1,-11,5,-9,0,-0.2,-21,13
Cc1ccc(N2CC(C(=O)Nc3nnc(SCC(N)=O)s3)CC2=O)cc1C (configuration not stated),0,-0.5,3,-5,3,-1,-5,-2.7,2,1
O=C(CCNC(=O)c1ccc([N+](=O)[O-])cc1)Nc1nccs1,2,0.7,1,-4,-4,6,1,0.6,-9,4
Cc1ccc(C(CC(=O)NCCCN(C)C)c2ccc(OC(C)C)cc2)cc1 (configuration not stated),-1,-2.6,-10,1,14,-6,-1,-0.4,-2,-3
CCCCCSc1nc2c(cnn2-c2ccc(F)cc2)c(=O)[nH]1,-2,-3.1,8,0,14,-3,1,1.4,-2,1
Cc1nc([N+](=O)[O-])c(Br)n1CC(=O)c1ccc(Br)cc1,9,0.4,-32,1,-3,5,-5,0.8,0,4
COCCNC(=O)CSc1ccccc1C(=O)NCC1CCCCC1,-2,-2.4,5,-3,13,-3,1,1.7,-3,-7
O=C(OCC(=O)N1CCCCCC1)c1ccc(F)cc1F,3,-2.0,-25,-1,10,-6,1,-2.2,0,0
Cc1cccc(N2CC(C(=O)O)CC2=O)c1 (configuration not stated),1,-3.7,2,3,20,0,-2,0.0,-1,3
# Remaining list, next part:
SMILES,HTR5A ag,OPRM1-OPRD1 ag,HTR5A inv ctr,Keap1-Nrf2 PPI,OPRM1-OPRD1 inv,CAL-PDZ inh HTS,V-ATPase pHluor,LANA DNA inh,Cardiac RTF inh,cardiac RTF act
Cc1cc(-c2nnc3n2CCCCC3)c(C)n1-c1ccccc1,3,-3.0,14,0,14,-3,-2,1.4,-5,-1
CN1CCN(S(=O)(=O)c2cccc(C(=O)N3CCN(c4ccccc4)CC3)c2)CC1,0,0.1,-1,1,-1,-4,0,0.0,-11,2
O=C(NC(=S)N1CCN(c2ccc(O)cc2)CC1)c1cccs1,3,0.7,7,1,-4,-4,-4,4.6,-16,-1
COc1ccc2nc(C)c3cc(C)oc3c2c1,1,-1.1,9,-9,7,-2,-3,1.3,-13,19
COc1ccc(C(C)=O)cc1COC(=O)Cn1cnc2ccccc2c1=O,-1,-1.3,-10,1,6,0,-2,-0.6,-1,0
Cc1oc(C(C)(C)C)cc1C(=O)NC(Cc1ccccc1)C(=O)O (configuration not stated),-1,-2.5,-32,-2,12,6,-1,-1.1,-1,-2
C=CCSc1nc(N)c(C(=O)Nc2ccccc2)cc1C#N,5,2.0,-12,-4,-12,-2,-1,0.6,5,4
CC(C)Cn1c(-c2cccc(S(=O)(=O)N3CCOCC3)c2)n[nH]c1=S,-2,-0.9,15,-5,4,1,x,0.0,1,-1
COc1cc(C(=S)N2CCOCC2)ccc1OS(=O)(=O)c1ccc(C)cc1,2,-2.6,-7,6,12,-1,5,-0.8,-5,8
COc1ccccc1N1CCN(c2ccc(S(=O)(=O)N3CCN(C)CC3)cn2)CC1,4,-1.1,-15,-3,5,-3,-1,0.8,-2,-22
Cc1ccccc1N(CC(=O)NCc1ccco1)C(=O)CNS(=O)(=O)c1ccc(F)cc1,-3,-0.2,8,-2,2,-3,-1,0.7,-16,-3
Nc1cc(S(=O)(=O)N2CCCCC2)ccc1Oc1ccc(Cl)cc1,-2,6.3,5,1,-29,-4,-1,2.2,-4,-3
Cc1cccc(N2CCN(C(=O)c3ccc4c(c3)OCCO4)CC2)c1C,-7,4.6,9,5,-24,-1,0,-0.7,-5,3
CC(C)N(C(=O)COC(=O)c1cccc(S(=O)(=O)N2CC3(C)CC2CC(C)(C)C3)c1)C(C)C (configuration not stated),-4,0.2,10,-1,-1,-1,6,-1.4,-1,2
CCN(CC)C(=O)Cn1cc([N+](=O)[O-])cc1[N+](=O)[O-],6,-3.1,-23,-5,14,2,-3,1.9,-7,-5
Cc1ccc(S(=O)(=O)N(C)CC(=O)N2CCN(Cc3ccc4c(c3)OCO4)CC2)cc1,2,3.1,-5,-1,-25,4,0,-0.9,7,-9
